Assay outcomes from PubChem.
dFosB act – activators of delta FosB homodimer, primary screen, biochemical, fluorescence polarization, TAMRA-CDK5 oligo, single point; Protein FosB (Mus musculus), P13346; activation, % at 25 µM; 340,000 tested, 0.99% active; AID 493131, 2011; purified delta FosB; percent of positive-control signal above neutral wells;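 active means mean activation above about 17%, with every replicate also reaching it, limit read from the data, passing the limit was not always enough; inconclusive means only one of the two conditions met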;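 further: fluorescence polarization rise as delta FosB binds a TAMRA Cdk5 AP-1 oligo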
NSD2 HMT inh – NSD2 histone methyltransferase inhibitors, primary screen, biochemical, AlphaScreen, single concentration, set 2; Histone-lysine N-methyltransferase NSD2 (Homo sapiens), O96028; NSD2 peptide methylation, 120 min; inhibition, % at 12.5 µM; 310,000 tested, 0.54% active; in the data active means inhibition above about 50%
SR-BI HDL uptake – inhibitors of SR-BI mediated HDL lipid uptake, primary screen, ldlA[mSR-BI] cells, fluorescence, single point; Scavenger receptor class B member 1 (Mus musculus), Q61009; ldlA[mSR-BI] CHO cells, DiI-HDL uptake fluorescence, 3 h; inhibition, % at 12.5 µM; 320,000 tested, 0.96% active; AID 488896, 2010;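 active means mean replicate inhibition of at least 70% and a set share of replicates each scoring 70 or more; inconclusive means meets just one of the two criteria; inactive means fails both criteria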;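 further: 0% = median of neutral control wells and 100% = median of positive control wells; values of inactives mirror those of a sister screen read the other way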
Target sequence (Q61009 whole entry, looked up): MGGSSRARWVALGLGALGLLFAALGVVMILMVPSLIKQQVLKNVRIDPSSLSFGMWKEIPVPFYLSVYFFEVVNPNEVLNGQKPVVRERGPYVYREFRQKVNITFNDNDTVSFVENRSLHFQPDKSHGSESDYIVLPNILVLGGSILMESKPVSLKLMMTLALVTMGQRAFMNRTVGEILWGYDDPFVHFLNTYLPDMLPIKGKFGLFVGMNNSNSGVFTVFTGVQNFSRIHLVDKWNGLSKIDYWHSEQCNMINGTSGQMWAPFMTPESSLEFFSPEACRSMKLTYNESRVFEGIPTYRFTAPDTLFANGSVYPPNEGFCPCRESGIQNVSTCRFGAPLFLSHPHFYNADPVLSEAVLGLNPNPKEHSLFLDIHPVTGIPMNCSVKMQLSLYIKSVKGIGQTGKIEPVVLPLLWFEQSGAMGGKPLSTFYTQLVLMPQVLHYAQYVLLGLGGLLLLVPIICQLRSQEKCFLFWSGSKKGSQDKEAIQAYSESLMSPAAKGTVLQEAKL
Pemphigus Ab inh – inhibitors of pemphigus antibody binding to DSG3, primary screen, biochemical, bead-based, flow cytometry, scFv-GFP; Desmoglein-3 (Homo sapiens), P32926; DSG3-coupled beads, scFv-anti-DSG3-GFP binding; stronger effect = lower value; binding (percent of control), % at 10 µM; 310,000 tested, 0.48% active;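 active means binding more than 3 SD below its plate's average and above zero; inconclusive means below that plate limit but binding exactly zero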;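 further: hits lower antibody fragment binding to DSG3; some compounds called inactive have numbers as strong as hits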
SUMO Mot1 rescue – yeast Mot1-301 growth rescue at high temperature, primary screen, SUMOylation pathway inhibitor project, S. cerevisiae, ATP luminescence, 38.5C; S. cerevisiae Mot1-301 growth rescue; percent above DMSO median, 100 means doubled; growth rescue, % at 18.8 µM; 320,000 tested, 1% active;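 active means every valid replicate shows activation above 250% relative to neutral control wells; inactive means the rest, any valid replicate at or below 250%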;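 further: OY570 slx delta 5 strain wells were the positive control but not used for scaling; some compounds called inactive have numbers as strong as hits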
CDK5 p35 inh – inhibitors of human CDK5/p35 kinase, primary screen, biochemical, single concentration | Cyclin-dependent kinase 5 (Homo sapiens) + Cyclin-dependent kinase 5 activator 1 (Homo … | Recombinant CDK5/p35, ADP-Glo luminescence, 60 min | inhibition, % at 10 µM | 330,000 tested, 0.01% active;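 active means highest replicate inhibition of at least 50% and at least 75% of replicates reaching 50%; inconclusive means only one of the two criteria met; inactive means both criteria failed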;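 further: plate controls were DMSO neutral control for no effect and GW8510 at 10 µM for full effect; many of its hits are not listed in these tables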
Target sequence (Q00535 whole entry, looked up): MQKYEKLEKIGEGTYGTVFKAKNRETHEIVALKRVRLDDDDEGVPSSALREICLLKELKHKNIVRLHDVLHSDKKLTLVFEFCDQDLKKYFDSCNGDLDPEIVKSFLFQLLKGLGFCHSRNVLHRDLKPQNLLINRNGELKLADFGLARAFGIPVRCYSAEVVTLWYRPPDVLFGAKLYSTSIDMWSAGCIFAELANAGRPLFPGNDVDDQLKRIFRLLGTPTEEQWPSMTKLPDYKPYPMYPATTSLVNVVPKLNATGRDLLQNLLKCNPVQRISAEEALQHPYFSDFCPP
Target sequence (Q15078 whole entry, looked up): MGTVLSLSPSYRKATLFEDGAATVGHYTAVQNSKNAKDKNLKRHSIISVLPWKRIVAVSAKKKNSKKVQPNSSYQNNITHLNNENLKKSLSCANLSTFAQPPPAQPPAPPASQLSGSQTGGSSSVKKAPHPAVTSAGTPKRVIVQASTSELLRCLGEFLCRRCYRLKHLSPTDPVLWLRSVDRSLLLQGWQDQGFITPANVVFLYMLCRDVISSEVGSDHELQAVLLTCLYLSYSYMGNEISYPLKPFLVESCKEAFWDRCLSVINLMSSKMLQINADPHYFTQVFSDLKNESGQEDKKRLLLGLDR
Arrestin-AP2 inh – inhibitors of beta-arrestin/AP2 binding, primary screen, biochemical, GPCR trafficking, flow cytometry; 340,000 tested, 0.31% active; inhibition, % at 10 µM; FITC-arrestin peptide / GST-AP2 beads; AP2 beta2 appendage carries R879A mutation;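 active means inhibition above a set limit, near 3 SD of compounds lacking own fluorescence, cut at about 54% in these data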;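 further: plate controls were DMSO wells for no effect and 5 µM unlabelled arrestin peptide for full effect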
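system = GST-tagged AP2 beta2-adaptin appendage (R879A) on 4 µm glutathione beads | reagent = FITC-labelled arrestin peptide probe, 50 nM final | schedule = compound with beads 12 min RT, then probe 1 h RT | signal = HyperCyt-sampled flow cytometry, FL1 channel, ex 488/em 535 nm | read-out = percent response from loss of bead-bound FITC fluorescence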
SR-BI uptake up – activators of SR-BI mediated DiI-HDL uptake, primary screen, ldlA[mSR-BI] CHO cells, DiI fluorescence | 3 h; 100 = double the neutral-control signal | activation, % at 12.5 µM | 320,000 tested, 0.096% active;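 active means mean replicate activation of at least 60% and every replicate at or above 60%; inconclusive means mean or all-replicate condition met, but not both; inactive means mean below 60% and not all replicates reaching 60%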;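 further: 0% = median plate neutral-control signal and 100% = twice that signal; values of inactives mirror those of a sister screen read the other way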
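material = CHO ldlA[mSR-BI] cells | medium = Ham's F12 with 0.5% BSA, HEPES 25 mM, pH 7.4 | reagent = fluorescent DiI-HDL, 10 µg/mL final | compound dosing = single-point compound dose | incubation = 3 h, 37 °C | measured by = bottom-read fluorescence, 550/595 nm | measure = HDL uptake via cellular fluorescence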
MITF act – activators of MITF-driven TRPM1 promoter reporter, primary screen, cell-based, SK-MEL-5, luciferase, single point; SK-MEL-5 TRPM1-promoter luciferase, 24 h; % of positive control, neutral wells = 0; activation, % at 12.5 µM; 300,000 tested, 0.75% active; AID 588334, 2011;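 active means mean activation of at least 80% with every replicate also reaching 80%; inconclusive means mean reaches 80% but some replicate falls short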;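 further: 0% = neutral control wells and 100% = parthenolide positive control wells; values of inactives mirror those of a sister screen read the other way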
PKA-R1A activ – activators of PKA-R1A holoenzyme, primary screen, biochemical, fluorescence polarization, Cy5-IP20, bovine R1A, mouse PKAc; cAMP-dependent protein kinase type I-alpha regulatory subunit (Bos taurus) + …; PKA-R1A dissociation; scaled: DMSO 0%, 113 µM cGMP 100%; activation, % at 11.4 µM; 340,000 tested, 0.083% active; AID 504707, 2011;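 active means percent activation above the mean of all tested compounds plus 3 SD, cut at about 19% in these data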;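 further: higher means more PKAc released from R1A so a rise in polarization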
PKA-R2B act – activators of PKA-R2B holoenzyme, primary screen, biochemical, fluorescence polarization, Cy5-IP20, human. PKA-R2B holoenzyme dissociation; R2B truncated from residue 108, S112A mutant; 0% DMSO only, 100% 113 µM cGMP. AID 504700, 2011. 340,000 tested, 0.079% active. cAMP-dependent protein kinase catalytic subunit beta (Homo sapiens) + cAMP-dependent …. activation, % at 11.4 µM;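 active means activation above a cutoff set at the mean over all compounds plus 3 SD, cut at about 18% in these data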;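 further: higher means more holoenzyme dissociation and a rise in polarization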
Starred values were filed as active, the others as inactive; ? = inconclusive; · = no result given.

1) O=C(NCCCCc1ccccc1)c1cccc(NC(=O)C2CCCC2)c1
2) COc1cc(CNCc2ccccn2)ccc1OCc1ccc(Cl)cc1
3) CC1NC2(C(=O)N(Cc3ccccc3)c3ccccc32)C2C(=O)N(c3ccccc3)C(=O)C12 (centres undefined)
4) COc1cc(/C=N/NC(=O)C(=O)/C=C2\NC3(CCCC3)Cc3ccccc32)ccc1O
5) CC(=O)c1cccc(NC(=O)CSc2nc(=O)n(CCCN3CCOCC3)c3c2CCC3)c1
6) O=c1c2ccccc2ncn1CCCCOc1ccccc1F

assay / entry	1	2	3	4	5	6
dFosB act	-6	-14	-7	-7	1	2
NSD2 HMT inh	·	5	·	2	0	-3
SR-BI HDL uptake	21	-7	-12	?	-14	-31
Pemphigus Ab inh	103	103	99	·	101	100
SUMO Mot1 rescue	·	25	·	-17	-10	-4
CDK5 p35 inh	1.3	0.7	-0.6	-4.5	-0.1	-0.6
Arrestin-AP2 inh	-2	-7	7	4	20	5
SR-BI uptake up	-21	7	12	-70	14	31
MITF act	-4	36	-4	6	3	4
PKA-R1A activ	-10	-4	-6	4	1	-10
PKA-R2B act	-7	-7	0	-7	-3	-3

7) CC(=O)Nc1cc(C(=O)OC(C(=O)c2ccccc2)c2ccccc2)ccc1C (centres undefined)
8) Cc1ccc(OCC(=O)NC2CCCC2)c(C)c1
9) CCCNc1ncc2c(=O)[nH][nH]c(=O)c2n1
10) CN(C)CCSc1nc(-c2ccccc2)nc2c1CCC2
11) CN(C)C(=O)CN1C(=O)NC2(CCCc3ccccc32)C1=O (centres undefined)
12) Cc1nnc(NC(=O)c2ccc(S(=O)(=O)N3CC(C)OC(C)C3)cc2)o1 (centres undefined)

assay / entry	7	8	9	10	11	12
dFosB act	-17	-1	0	-7	0	1
NSD2 HMT inh	0	3	-1	9	-1	-1
SR-BI HDL uptake	3	-1	-20	5	-4	-17
Pemphigus Ab inh	100	109	·	82	·	105
SUMO Mot1 rescue	-6	12	·	-5	-10	-6
CDK5 p35 inh	1.3	0.2	2.0	0.2	0.1	0.5
Arrestin-AP2 inh	-1	0	-13	4	-3	-10
SR-BI uptake up	-3	1	20	-5	4	17
MITF act	·	61	-5	-3	-21	6
PKA-R1A activ	-4	8	-4	8	-14	2
PKA-R2B act	7	2	-12	2	-7	3

13) CCOC(=O)c1nnc(-c2ccc(C)cc2)nc1Oc1ccc(Cl)cc1Cl
14) CCN(CC)S(=O)(=O)c1ccc(N=NC2=C(O)CCCC2=O)cc1
15) Cc1cc(C)c[n+](-c2nc3ccccc3nc2[N-]S(=O)(=O)c2ccc(Br)s2)c1
16) COc1ccc(/C=C/C(=O)NNC(=O)C(C)Oc2ccccc2F)cc1OC (centres undefined)
17) CNS(=O)(=O)c1cccc(C(=O)Nc2cccc(Cl)c2)c1
18) CCn1cc(SCC(=O)Nc2cc(C)on2)c2ccccc21

assay / entry	13	14	15	16	17	18
dFosB act	-5	-1	-9	-2	-4	-4
NSD2 HMT inh	·	-2	2	2	-7	·
SR-BI HDL uptake	18	-17	-11	32	17	-2
Pemphigus Ab inh	94	84	102	98	101	113
SUMO Mot1 rescue	-4	·	379*	7	-6	6
CDK5 p35 inh	0.0	-0.3	-0.9	0.2	0.6	0.5
Arrestin-AP2 inh	12	-2	-3	5	29	4
SR-BI uptake up	-18	17	11	-32	-17	2
MITF act	-7	7	-11	-6	·	2
PKA-R1A activ	0	-9	-5	-1	-5	-1
PKA-R2B act	-8	2	7	-2	-20	7

19) COc1ccc(OC)c(CNC(=O)C2CCCN(C(=O)N(C)C)C2)c1 (centres undefined)
20) Nc1nc(CN2CCCCCC2)nc(Nc2ccccc2)n1
21) COc1cccc(CNS(=O)(=O)c2c(C)[nH]c(C)c2C(=O)N2CCCC2)c1
22) NS(=O)(=O)c1ccc2nc(NC(=O)CS(=O)(=O)c3ccc(F)cc3)sc2c1
23) O=C1CCCCN1CCC(=O)N1CCCC(N2CCN(c3ccccc3)CC2)C1 (centres undefined)
24) COc1ccc(/C=N/OCC(=O)Nc2nc3ccccc3s2)cc1

assay / entry	19	20	21	22	23	24
dFosB act	-3	-4	-1	-3	1	-6
NSD2 HMT inh	-2	-2	-9	9	·	-1
SR-BI HDL uptake	-27	-26	-12	-5	-7	-46
Pemphigus Ab inh	83	·	212	89	102	83
SUMO Mot1 rescue	-14	·	3	-6	-8	10
CDK5 p35 inh	0.2	·	1.4	·	1.7	0.5
Arrestin-AP2 inh	8	4	7	4	2	1
SR-BI uptake up	27	26	12	5	7	46
MITF act	-10	-3	9	-9	4	6
PKA-R1A activ	-7	2	0	-4	-12	-2
PKA-R2B act	-9	-2	-8	-5	-5	-4

25) Cc1ccc(CS(=O)(=O)c2ncc(Cl)c(C(=O)Nc3nnc(C(C)C)s3)n2)cc1
26) CCc1cc2c(=O)c(Oc3ccccc3F)c(C)oc2c(CN(C)C)c1O
27) CN(CC(=O)Nc1cccc(F)c1)C(=O)C1CC(=O)N(Cc2ccco2)C1 (centres undefined)
28) Cc1ccc(-c2nnc(SCC(=O)N/N=C/c3ccc(C(=O)O)cc3)n2C2CCCCC2)cc1
29) Cc1occc1C(=O)Nc1nnc(C(F)(F)F)s1
30) O=c1c2ccccc2nc2n1C(CBr)CN2 (centres undefined)

assay / entry	25	26	27	28	29	30
dFosB act	-3	6	4	0	0	-10
NSD2 HMT inh	12	0	1	3	1	-3
SR-BI HDL uptake	-35	-21	-26	-11	4	3
Pemphigus Ab inh	134	·	103	131	104	89
SUMO Mot1 rescue	45	31	150	3	7	-16
CDK5 p35 inh	0.8	-0.4	-0.8	1.5	3.7	1.6
Arrestin-AP2 inh	-3	2	-9	41	13	14
SR-BI uptake up	35	21	26	11	-4	-3
MITF act	-80	·	2	-10	21	3
PKA-R1A activ	-5	-7	-5	-2	-21	-19
PKA-R2B act	2	-9	-9	1	-3	-1

Four compounds from above, sorted by the number in PKA-R2B act, highest first.
No. | Structure | PKA-R2B act
25 | Cc1ccc(CS(=O)(=O)c2ncc(Cl)c(C(=O)Nc3nnc(C(C)C)s3)n2)cc1 | 2
28 | Cc1ccc(-c2nnc(SCC(=O)N/N=C/c3ccc(C(=O)O)cc3)n2C2CCCCC2)cc1 | 1
30 | O=c1c2ccccc2nc2n1C(CBr)CN2 (centres undefined) | -1
26 | CCc1cc2c(=O)c(Oc3ccccc3F)c(C)oc2c(CN(C)C)c1O | -9

Additional records
31) CCC(C)NC(=O)CSc1nnc(-c2ccc(Cl)cc2)n1N (centres undefined)
32) C/C(CC(=O)Nc1ccc(N(C)C)cc1)=N\NC(=O)c1ccc([N+](=O)[O-])cc1Cl
33) Cn1c(CNC(=O)CNS(=O)(=O)c2ccc(Br)cc2)cc(=O)n(C)c1=O
34) Brc1ccc(-c2ccccc2)cc1
35) CCCOC(=O)c1c(-c2ccc(C)cc2C)csc1NC(=O)C1C2CCC(O2)C1C(=O)O (centres undefined)
36) COc1ccccc1/C=C/C(=O)c1c2c(c(C)[nH]c1=O)CCCC2

assay / entry	31	32	33	34	35	36
dFosB act	3	1	5	-4	-7	-8
NSD2 HMT inh	0	31	-3	·	4	·
SR-BI HDL uptake	-4	24	-9	-13	-10	9
Pemphigus Ab inh	90	87	·	106	101	105
SUMO Mot1 rescue	6	1	2	99	-13	-13
CDK5 p35 inh	0.1	-1.7	-0.7	-4.5	2.9	0.2
Arrestin-AP2 inh	44	-5	-12	9	-9	-1
SR-BI uptake up	4	-24	9	13	10	45
MITF act	-4	-6	8	0	11	-63
PKA-R1A activ	-4	-5	-11	0	-2	-3
PKA-R2B act	-9	-3	-1	-6	-2	5

37) CC12CCC(=O)N1C(C(=O)OCC(=O)Nc1ccc(C(F)(F)F)cc1)CS2 (centres undefined)
38) O=C(NCc1cccnc1)c1ccc(COc2ccc(Cl)cc2)cc1
39) N#Cc1c(-c2ccccc2)ccn(Cc2cccc(Cl)c2)c1=O
40) O=C1OC(NCc2cccnc2)(c2ccc(Cl)cc2)c2ccccc21 (centres undefined)
41) O=C1Cc2c(-c3ccccc3)cc(-c3cccc(Cl)c3)nc2-c2ccccc2N1
42) CN(C)c1ccc(CNC2CC(C)(C)NC(C)(C)C2)cc1
43) COc1ccc(C2CCCN2C(=O)Nc2ccc(F)cc2)cc1OC (centres undefined)
44) Cc1ccc(NC(=O)C(C)[n+]2ccccc2)cc1[N+](=O)[O-] (centres undefined)
45) COc1ccc(Cn2c(-c3ccco3)nc3c(c(=O)c4ccccc4n3C)c2=O)cc1

assay / entry	37	38	39	40	41	42	43	44	45
dFosB act	0	-8	-4	-6	-14	-3	-1	2	-39
NSD2 HMT inh	1	-6	-1	0	-2	0	·	-2	-1
SR-BI HDL uptake	-1	13	1	7	?	-31	10	-1	9
Pemphigus Ab inh	99	104	·	119	88	·	97	87	·
SUMO Mot1 rescue	-5	76	-5	5	·	12	15	347	-8
CDK5 p35 inh	-0.6	1.1	0.1	0.8	1.5	1.1	0.8	0.6	-0.4
Arrestin-AP2 inh	10	-1	-6	-19	7	0	0	5	33
SR-BI uptake up	1	-13	-1	-7	-70	31	-10	1	-9
MITF act	9	-16	-2	-2	-47	·	-3	5	-8
PKA-R1A activ	-19	2	-7	-1	4	1	-6	-4	-4
PKA-R2B act	-19	6	-7	-4	-5	12	3	-3	-8
